# Compound activity (PubChem BioAssay)
# TAG inh – reduces triacylglycerol accumulation in H9c2 cells. inhibition, % at 12.5 µM. 230,000 compounds, 0.66% hits. AID 651582. Nile Red lipid (TAG) fluorescence; cells loaded with 200 µM oleic acid;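 active = pattern-corrected inhibition of lipid staining of at least 50% with the nuclear-stain viability signal not falling by more than 50%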;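 note: 0% = DMSO wells and 100% = triacsin C control wells; some results filed as inactive read as strong as hits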
# TAG inh DAPI viability – also measured in TAG inh; calls as there; DAPI nuclei signal change (viability), lower = more cytotoxic, %;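 whole-well DAPI fluorescence read on a plate reader as a viability signal; minus 50 percent equals half of cells still viable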
# * = called active by the depositor; & = joins results of further samples. Some of the compounds tested; rates above refer to the full screens.
SMILES,TAG inh,TAG inh DAPI viability
O=C(Nc1ccc2c(c1)OCO2)c1ccc(Cl)cc1Cl,-15,-4
CN1CCC(OC(=O)c2ccco2)CC1,0,6
C[C@H](CO)N1C[C@H](C)[C@@H](CN(C)Cc2ccccc2)Oc2c(NS(=O)(=O)c3ccc(F)cc3)cccc2C1=O,-23,-2
Cc1cc(/C=C2\SC(=S)N(C)C2=O)c(C)n1-c1ccc(O)cc1,-8,4
CCN(CC(=O)Nc1ccccc1C(F)(F)F)C(=O)/C=C/c1ccc(Cl)c([N+](=O)[O-])c1,-9,9
O=C(c1cc(-c2ccccc2)nc2ccccc12)N1CCN(C2CCS(=O)(=O)C2)CC1 (stereo not given),22,-6
CC(C)CCSc1nnc(Cn2c(=O)sc3ccccc32)n1C,-11,4
COc1ccc(OC)c(CNC(=O)C2CCC(=O)N(CCCN3CCCC3=O)C2)c1 (stereo not given),5,4
COc1ccc(CC(=O)NCc2n[nH]c(=S)n2-c2ccccc2)cc1,3,-4
CN(CCO)c1ncnc2c1sc1nc(N3CCOCC3)c3c(c12)CCC3,30,3
COC(=O)c1sccc1NC(=O)/C=C/c1c(Cl)cccc1Cl,-16,7
COc1cccc(NC(=O)COC(=O)C2CC3CCCC(C2)C3=O)c1 (stereo not given),11,-5
O=C(Cn1ccc2ccccc2c1=O)N1CCN(c2cccc(Cl)c2)CC1,0,-1
Cc1ccc([C@H]2C(C(=O)O)=C[C@@H](CC3CCCC3)N2S(=O)(=O)c2ccc(C)cc2)cc1,-11,4
COC(=O)c1cccc(CN2C(=O)SC(Nc3ccc(C)cc3)C2=O)c1 (stereo not given),-6,-4
Cc1c(C(=O)NCc2ccccn2)sc2nc(-c3ccccc3)cn12,-14,9
COc1ccc(-c2nnc(NC(=O)c3cccs3)s2)c(OC)c1,-2,7
CCCOc1ccccc1C1CC(=O)NC2=C1C(=O)CCC2 (stereo not given),32,-3
O=C(CCCl)N(Cc1nc2ccccc2c(=O)[nH]1)Cc1cccs1,-4,2
O=c1c2c(n3nnnc3n1-c1ccccc1)-c1ccccc1CC21CCCC1,-4,1
COC(=O)c1cc(C(=O)c2cc(Cl)ccc2O)coc1=N,14,6
O=c1cc(-c2ccncc2)oc2c1ccc1ccccc12,12,7
COc1ccc(CCN2C(=O)c3ccncc3C2=O)cc1OC,3,-4
COc1ccc(S(=O)(=O)N2CCN(Cc3ccccc3OC)CC2)cc1,-3,8
CCc1ccc(CNC(=O)C(=O)NCC2CCCO2)cc1 (stereo not given),-38,1
Cc1ccc(C)c(NC(=O)CCC(=O)NNC(=O)COc2cc(C)ccc2C)c1,20,-3
Cc1ccc(NC(=O)c2ccc(Oc3ncccn3)cc2)cc1,11,0
O=C(CCCCn1c(=O)[nH]c2ccccc2c1=O)N1CCN(c2cccc(C(F)(F)F)c2)CC1,4,-3
CCN(CC(=O)Nc1c(F)cccc1F)C(=O)CSCc1c(C)noc1C,-8,1
COc1cccc(-c2sc3ccc(OC)cc3c2-c2ccc(OCCN3CCCC3)cc2)c1,18,1
O=C(NCc1ccc(Cl)cc1Cl)C1CC(=O)N(Cc2ccccc2)C1 (stereo not given),8,1
COc1ccccc1OCCNC(=O)c1cc([N+](=O)[O-])cc([N+](=O)[O-])c1,8,-3
Cc1nc2sc3c(c2c(=O)[nH]1)CCC3,4,-8
CCOC(=O)c1cnn(-c2ccccc2)c1-n1cccc1C(=O)C(=O)N(C)C,8,-10
N#CC1=C(N)OC2=C(C(=O)CC(c3ccco3)C2)C1c1ccc(OCc2c(F)cccc2Cl)cc1 (stereo not given),2,6
COc1ccc(OC)c(S(=O)(=O)N2CCC(C(=O)NCc3ccccc3)CC2)c1,-7,-4

# In a second layout: entries from further up.
Structure: COc1ccccc1OCCNC(=O)c1cc([N+](=O)[O-])cc([N+](=O)[O-])c1
  TAG inh: 8
  TAG inh DAPI viability: -3

Structure: Cc1nc2sc3c(c2c(=O)[nH]1)CCC3
  TAG inh: 4
  TAG inh DAPI viability: -8

Structure: CCOC(=O)c1cnn(-c2ccccc2)c1-n1cccc1C(=O)C(=O)N(C)C
  TAG inh: 8
  TAG inh DAPI viability: -10

# (continued)
SMILES,TAG inh,TAG inh DAPI viability
C1CCN(c2nc3nonc3nc2N2CCCC2)C1,2,1
CC1CCCCC1NC(=O)CCS(=O)(=O)c1cccc2nonc12 (stereo not given),2,-6
CC(C)(C)C1CCc2sc(C(=O)NNC(=O)CCl)cc2C1 (stereo not given),24,-3
Cc1nn(C)c(C(=O)N/N=C/c2ccc(-c3ccccc3)cc2)c1Cl,0,2
COc1ccc(-c2cn(Cc3cccc(OC)c3)nn2)cc1,-10,6
CN(C)N(C(=O)c1cc(-c2cccs2)nn1-c1ccccc1)C1CCS(=O)(=O)C1 (stereo not given),-1,2
CCc1cccc(C)c1NC(=S)N(CCCN1CCN(C)CC1)Cc1cccs1,-5,17
COC(=O)C1CCN(C(=O)c2cc3c(=O)n4cccc(C)c4nc3n2Cc2ccccc2)CC1,17,28
Cc1cnc(C(=O)OCc2cc(=O)n3c(C)cccc3n2)cn1,-5,-4
Cc1cc(C)c2c(=O)[nH]n(C(C)C)c2n1,7,-13
COc1ccc(OC)c(S(=O)(=O)Nc2ccccc2SC)c1,-14,15
O=C(COc1ccc(Cl)cc1)Nc1cnn(Cc2c(Cl)cccc2Cl)c1,-1,-14

# Record cards (already shown). Values in the order: TAG inh, TAG inh DAPI viability
# CC1CCCCC1NC(=O)CCS(=O)(=O)c1cccc2nonc12 (stereo not given) is entered as 2, -6
# Cc1nn(C)c(C(=O)N/N=C/c2ccc(-c3ccccc3)cc2)c1Cl is entered as 0, 2
# COc1ccc(-c2cn(Cc3cccc(OC)c3)nn2)cc1 is entered as -10, 6
# CCc1cccc(C)c1NC(=S)N(CCCN1CCN(C)CC1)Cc1cccs1 is entered as -5, 17
# Cc1cnc(C(=O)OCc2cc(=O)n3c(C)cccc3n2)cn1 is entered as -5, -4

# Next section:
SMILES,TAG inh,TAG inh DAPI viability
CC(=O)O[C@@H]1[C@@]2(C)O[C@H]2CC[C@]23O[C@H]2[C@H](OC3=O)C2=C(C)C(=O)O[C@@]21O,-1,-1
Cc1cccc2nc(COc3ccc4ccccc4c3Br)cn12,-11,14
CC(=O)c1ccc(-n2c(=O)[nH]c(=O)c3c(N)c(C(=O)c4ccc(Cl)cc4)sc32)cc1,21,4
O=c1cc(CCl)nc2sc3ccccc3n12,7,0
COCCn1c(SCc2cccnc2)nnc1-c1c[nH]c2ccccc12,-7,-7
Cc1ccc(CN(CC(=O)N/N=C/c2ccco2)S(=O)(=O)c2ccc(C)cc2)cc1,9,1
COc1ccc(CN(C)C(=O)c2ccc(NS(=O)(=O)c3ccc(C)c([N+](=O)[O-])c3)cc2)c(OC)c1OC,-4,4
COc1ccc(S(=O)(=O)N(C)C)cc1NC(=O)COC(=O)C1CC1,9,9
Cc1ccc(C)c(NC(=O)C2CC3CCC2C3)c1 (stereo not given),-9,-6
CSc1ccccc1NC(=O)C1=CC(c2cccs2)=NS(=O)(=O)N1C,27,-13
COc1cccc(C2Nc3ccccc3NC3=C2C(=O)CC(C)(C)C3)c1OC (stereo not given),11,-9
CCCCCN(C(=O)CSc1n[nH]c(-c2ccc(C)cc2)n1)c1c(N)n(CCCC)c(=O)[nH]c1=O,15,0
COCCNc1nc(Oc2cccc(NC(C)=O)c2)c2sccc2n1,7,-13
COc1ccc(Br)cc1CN1CCCC(C(=O)N2CCCCC2)C1 (stereo not given),29,-20
Cc1cc(C)c(NC(=O)COC(=O)C2=COCCO2)c(Cl)c1,-16,-4
CS(=O)(=O)c1ccc(Cl)c(NC(=O)c2cc(S(=O)(=O)N3CCOCC3)ccc2N2CCCC2)c1,-17,4
CCC1(c2ccc(C)cc2)NC(=O)N(C(C)C(=O)Nc2ccc(N3CCOCC3)cc2)C1=O (stereo not given),9,-1
CSc1nc2ccc(NC(=O)c3ccco3)cc2s1,-10,4
Cc1ccc(OCC(=O)OCC(=O)c2c(N)n(C)c(=O)n(C)c2=O)cc1C,-1,-3
O=C(NCCCn1ccnc1)C(=O)NCC1OCCN1S(=O)(=O)c1ccccc1 (stereo not given),6,6
CCCOC(=O)c1[nH]c2c(c1C)C(=O)CC(c1cc(OC)c(OC)c(OC)c1)C2 (stereo not given),-26,-10
CC1=CC2C(C(O)CC3(C)C2CC(C)C32OCOC23COCO3)C2(C)C/C(=C\O)C(=O)C=C12 (stereo not given),110,-67
COc1cccc(C(=O)C2CCCN(C(=O)c3cccc(C#CC(C)(C)O)c3)C2)c1 (stereo not given),20,-10
C[C@H](CO)N1C[C@H](C)[C@@H](CN(C)Cc2ccc(Oc3ccccc3)cc2)Oc2c(NS(=O)(=O)c3cn(C)cn3)cccc2C1=O,5,-1
Cc1ccc(CCNC(=O)C2CCCN2S(=O)(=O)c2ccc3c(c2)CCC(=O)N3)cc1 (stereo not given),6,-9
CCC1(c2ccccc2)NC(=O)N(CC(=O)NC2CCCCCC2)C1=O (stereo not given),0,-7
Cc1ccn2c(Nc3ccccc3)c(-c3ccccn3)nc2c1,39,-11
CCNC(=O)C1(C)CCCN(C(=O)c2ccc3sccc3c2)C1 (stereo not given),10,7
COc1ccccc1NC(=O)NCCCN1CCN(c2cccc(Cl)c2)CC1,-20,19
COc1cc(/C=C2\C(=O)N(c3ccc(NC(C)=O)cc3)N=C2c2ccccc2)ccc1O,7,-4
Nc1cc(C(=O)N2CCN(c3cccc(Cl)c3)CC2)ccc1N1CC2CC(C1)c1cccc(=O)n1C2 (stereo not given),0,6
NC(=S)NNC(=O)c1cc(C(F)(F)F)cc(C(F)(F)F)c1,-2,-1
O=C(CN1C(=O)c2ccccc2S1(=O)=O)c1ccc(F)cc1,5,3
CS(=O)(=O)c1ccc(Cl)c(C(=O)Nc2ccc3nc(N4CCOCC4)sc3c2)c1,6,5
CCOc1ccc(-c2c(C#N)c(N)nc3c2c(=O)n(C)c(=O)n3C)cc1OC,-13,3
O=C(COc1ccc(Br)cc1)N/N=C1/SCC(=O)N1Cc1ccccc1,6,-4

# 3 structures from above, sorted by SMILES length, falling:
SMILES,TAG inh,TAG inh DAPI viability
Cc1ccc(CCNC(=O)C2CCCN2S(=O)(=O)c2ccc3c(c2)CCC(=O)N3)cc1 (stereo not given),6,-9
CCOc1ccc(-c2c(C#N)c(N)nc3c2c(=O)n(C)c(=O)n3C)cc1OC,-13,3
COc1ccccc1NC(=O)NCCCN1CCN(c2cccc(Cl)c2)CC1,-20,19

# The listing continues:
SMILES,TAG inh,TAG inh DAPI viability
Nc1ncccc1OCc1ccc(Cl)c(Cl)c1,3,-5
Cc1ccc(O)c(NC(=O)CSc2ccc(Cl)cc2)c1,2,-6
CCOC(=O)N1CCC(Nc2c(NCCN3CCN(c4ccccc4F)CC3)c(=O)c2=O)CC1,3&8,7&-2
COc1ccccc1-c1cc(C(F)(F)F)nc(N2CCOCC2)n1,26,22
O=C(CCCN=C1NS(=O)(=O)c2ccccc21)OCC(=O)N1CCc2ccccc21,3,1
O=C1OC(c2ccccc2)=N/C1=C/c1cccc(OC(=O)c2cccs2)c1,11,-17
CC(C)c1ccc(CN2CCC2(C)C(=O)Nc2ccc3c(c2)OCO3)cc1 (stereo not given),1,1
CCOc1ccc(S(=O)(=O)N(CC(=O)N2CCc3ccccc32)Cc2ccco2)cc1,5,-1
CCC/C=C/c1ccc(CN2C(C(C)C)C(=O)N(Cc3cn(Cc4ccco4)nn3)CCS2(=O)=O)cc1 (stereo not given),10,-5
Cc1ccc(/C=C2/C(=O)c3ccc(C(=O)O)cc3C2=O)o1,1,-1
CCCOc1ccc(C(=O)N2CCN(c3ccc(N)cc3Cl)CC2)cc1,14,-10
Cc1ccc(S(=O)(=O)Nc2nc3ccccc3nc2NCc2ccco2)cc1C,-7,4
COc1cc(NC(=S)NCCCO)c(OC)cc1Cl,3,-11
CCOC(=O)c1cnn(-c2ncnc3c2cnn3C)c1N,7,2
COc1ccc(Cl)cc1NC(=O)Nc1cn(C)nc1C,5,-2
COC(=O)c1ccccc1NC(=O)c1ccc2c(c1)OCCO2,-3,11
Cc1cc(C)n2nc(C(=O)OCC(=O)Nc3ccc(F)cc3F)nc2n1,3,3
O=C(COC(=O)CCNS(=O)(=O)c1ccc(Cl)cc1)NCc1ccccc1,8,-2
CCCNC(=O)c1cn(CC)c2cc(N3CCN(C)CC3)c(F)cc2c1=O,16,-1
CN1CCN(C(=O)/C=C/c2c(F)cccc2Cl)CC1,-17,9
NC(=O)CSc1ccc(F)cc1,-12,-5
CCCN(C(=O)COC(=O)C12CCC(=O)N1c1ccccc1S2)c1c(N)n(Cc2ccccc2)c(=O)[nH]c1=O (stereo not given),-9,0
CSc1ncccc1C(=O)Nc1ccc(OC(F)(F)F)cc1,-3,-2
CCc1ccc(C(=O)COC(=O)c2cnc(C)cn2)cc1,11,-11
Cc1cc(C)nc(-n2ncc3c2CC(c2ccc(F)cc2)CC3=O)n1 (stereo not given),3,0
CCOC(=O)c1[nH]c(C)c(/C(O)=C2\C(=O)C(=O)N(CCCN(CC)CC)C2c2cccnc2)c1C (stereo not given),9,3
Cc1ccccc1OCCC(=O)Nc1ccccc1C(=O)NC1CC1,6,4
Cc1ccc2oc(-c3cc(NC(=O)c4ncn[nH]4)ccc3O)nc2c1,-2,16
Cc1onc(-c2c(F)cccc2Cl)c1C(=O)OCC(=O)NCc1ccccc1,1,1
CCOc1ccc(-c2cc(C(=O)NCc3cc(OC)cc(OC)c3)[nH]n2)c(C)c1,25,-3
COCCN1C(=O)N(c2cccc(C)c2)C(=O)C1CC(=O)Nc1cc(OC)cc(OC)c1 (stereo not given),-1,12
CCOC(=O)/C=C/c1ccc2c(c1)S(=O)(=O)N(c1cccc(OC)c1)[C@H]2CC(=O)OCC,4,-2
